Screening results deposited in PubChem BioAssay by National Center for Advancing Translational Sciences (NCATS).
pAkt inh: inhibitors of Akt phosphorylation. 0.32% of 360,000 active. activity change, % for hits at 50 µM. Neuro2A IGF-stimulated pAkt S473 HTRF, 20 min; active compounds read low; in the data active means activity change below about -80%; inconclusive means mostly about -51% to -80%; further: on the % scale 0 is the no-effect control and ±100 the full control effect
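Neuro2A cells (4,500/well, DMEM with 0.5% FBS) were treated with compound at a single 50 µM final concentration, stimulated with 6 nM IGF for 20 min at 37 °C, and lysed. Phospho-Akt Ser473 was read by HTRF as 665/615 ratio ×10^4.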
TDP43 rescue: rescues yeast growth from TDP-43 toxicity. TDP-43 expressing yeast growth rescue, BacTiter-Glo, 24 h. Potency, µM (series often up to 46.1 µM), without a hit: at the top dose growth rescue (activation), hits mostly activators. 1.8% of 410,000 active. AID 652104; further: potency means the concentration at half of the fitted maximal effect; % of control where 0% means no effect; nearly all actives have a fitted effect of over 50% in size
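Readout is BacTiter-Glo luminescence of cell growth, so inhibitors register as activators. TDP-43-expressing yeast at OD600=0.02 in galactose medium, after raffinose pregrowth to mid-log, were incubated with compound for 24 hr at 30 deg C.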
Abeta rescue: restores growth of yeast expressing A-beta42 peptide | 0.063% of 410,000 active | yeast expressing A-beta42, growth rescue, OD600, 48 h; response scale: 0% DMSO, 100% iron-clioquinol control | AID 1347071 | Potency, µM (doses to about 46.1 µM), without a hit: top-dose growth rescue, hits mostly activators; further: potency means the concentration at half of the fitted maximal effect; nearly all actives have a fitted effect of over 55% in size
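Yeast A-beta toxicity model in growth medium with pinned compounds, 48 h at 30 C; growth read as absorbance at 600 nm. Normalized to FeCl3/clioquinol equimolar mix (positive) and DMSO (negative).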
D3 antag: blocks the human D3 dopamine receptor. P35462. D3R cells, DiscoveRx beta-arrestin luminescence, antagonist mode; active compounds read low. 2.5% of 360,000 active. max response, negative = inhibition, %; in the data active means max response below about -50%; inconclusive means no clear call, values can overlap the other calls; further: on the % scale 0 is the no-effect control and ±100 the full control effect; mostly tested at two doses, the higher about 12 µM
Target sequence (P35462 whole entry, looked up): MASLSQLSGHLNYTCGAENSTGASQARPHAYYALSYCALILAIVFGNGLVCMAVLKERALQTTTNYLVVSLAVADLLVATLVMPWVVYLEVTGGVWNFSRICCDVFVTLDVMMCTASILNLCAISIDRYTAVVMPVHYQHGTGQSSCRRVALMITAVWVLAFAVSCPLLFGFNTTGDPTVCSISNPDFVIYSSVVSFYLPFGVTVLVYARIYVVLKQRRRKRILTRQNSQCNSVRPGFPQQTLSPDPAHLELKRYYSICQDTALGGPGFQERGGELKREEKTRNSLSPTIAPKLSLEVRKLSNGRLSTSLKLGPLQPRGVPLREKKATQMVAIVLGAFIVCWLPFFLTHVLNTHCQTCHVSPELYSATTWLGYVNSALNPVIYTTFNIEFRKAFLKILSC
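Cells expressing the human receptor were seeded at 1500 cells/well, incubated overnight at 37 degrees C in 5% CO2, then exposed to library compounds with dopamine controls for 90 minutes at 37 degrees C before luminescent detection.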
GLP-1R agonist: activates the human GLP-1 receptor; P43220; HEK293 GLP-1R CRE-luciferase, luminescence, 4-6 h; cells express a hypersensitive GLP-1R form; Potency, µM (highest dose often 45.6 µM), inactives show at the highest dose activation, actives largely listed as activators; 0.007% of 380,000 active; further: potency means the concentration at half of the fitted maximal effect; % of control where 0% means no effect
aSyn rescue: inhibitors of alpha-synuclein toxicity in yeast; Yeast expressing alpha-synuclein, growth rescue, BacTiter-Glo, 24 h; Potency, µM (highest dose often 46.1 µM), for inactives: at the top dose growth rescue (activation), hits mostly activators; 0.14% of 370,000 active; AID 652106; further: potency means the concentration at half of the fitted maximal effect; % of control where 0% means no effect; nearly all actives have a fitted effect of over 65% in size
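Galactose-induced alpha-syn yeast (OD600=0.02, raffinose-pregrown) + pinned cpd, 24 hr, 30 deg C; growth by BacTiter-Glo luminescence. Growth restoration scores as activation.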
FUS suppressor: suppressors of FUS proteinopathy in yeast; 0.24% of 390,000 active; Potency, µM (doses to about 76.6 µM), for inactives: at the highest dose growth rescue (activation), most hits filed as activators; S. cerevisiae FUS-expressing, growth rescue, OD600, 24 h;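 further: potency means the concentration at half of the fitted maximal effect; plate controls were DMSO vehicle for no effect and reference control for full effect; nearly all actives have a fitted effect of over 55% in size; some results filed as inactive show a strong effect at the top dose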
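Steps: raffinose overnight preculture; dilution to OD 0.005 in 2% galactose minimal medium; compound addition (concentration series); 24hr at 30C, 99% humidity; absorbance read at 600 nm.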
PTHR1 ag: agonists of human PTHR1 parathyroid hormone receptor; Q03431; Potency, µM (series often up to 115 µM), without a hit: at the top dose activation, most hits filed as activators; 0.075% of 410,000 active; HEK293 GP2 PTHR1 cells, GloSensor cAMP luminescence, 1 h; AID 743266; further: potency means the concentration at half of the fitted maximal effect; nearly all actives have a fitted effect of over 55% in size; some results filed as inactive show a strong effect at the top dose; inactives centre near -15; many of its hits are not listed in these tables
Target sequence (Q03431 whole entry, looked up): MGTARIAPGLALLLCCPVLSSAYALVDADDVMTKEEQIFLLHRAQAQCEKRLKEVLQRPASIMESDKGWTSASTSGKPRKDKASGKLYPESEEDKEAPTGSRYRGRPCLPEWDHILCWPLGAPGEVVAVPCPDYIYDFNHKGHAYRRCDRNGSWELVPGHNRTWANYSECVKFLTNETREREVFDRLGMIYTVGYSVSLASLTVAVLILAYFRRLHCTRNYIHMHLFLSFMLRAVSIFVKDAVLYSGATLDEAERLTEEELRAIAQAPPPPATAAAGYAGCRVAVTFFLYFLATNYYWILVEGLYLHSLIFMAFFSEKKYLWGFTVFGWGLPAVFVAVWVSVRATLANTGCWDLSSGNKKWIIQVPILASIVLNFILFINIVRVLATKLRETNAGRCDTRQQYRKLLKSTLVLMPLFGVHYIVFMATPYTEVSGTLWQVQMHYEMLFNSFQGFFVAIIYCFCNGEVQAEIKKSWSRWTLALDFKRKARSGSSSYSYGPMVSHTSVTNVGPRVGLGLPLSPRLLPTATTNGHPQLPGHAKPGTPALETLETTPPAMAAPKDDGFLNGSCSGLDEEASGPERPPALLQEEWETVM
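HEK-293-derived GP2 cells expressing PTHR1 and a GloSensor cAMP reporter, 3,000/well, plated overnight, given luciferin plus IBMX (each 0.5 mM as added) for 1 h at 37 °C, then compound for 1 h at 37 °C. Luminescence was read after 15 min at room temperature.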
GLP1R inv ag: inverse agonists of human GLP-1 receptor. 1.6% of 410,000 active. HEK293 GLP-1R CRE-luciferase, luminescence, 24 h; GLP-1R form is constitutively active. Potency, µM (titrated, usually from 38.3 µM), for the others: at the highest dose activity change, negative = inhibition, most hits filed as inhibitors. AID 624417. P43220; further: potency means the concentration at half of the fitted maximal effect; on the % scale 0 is the no-effect control and ±100 the full control effect; nearly all actives have a fitted effect of over 55% in size
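Assay principle: reduced luminescence from a cAMP-responsive reporter in HEK293 cells co-expressing a constitutively active GLP-1R. Conditions: 24 hr compound incubation, 37 deg C, 5% CO2.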
Numbers without * were called inactive; i = inactive; ? = inconclusive; · = no result given; & = joins results of further samples; [ ] = dose if it differs, or a comment. Unless noted, the call rests on the fitted dose curve; in most records, active means well fitted curve in the direction sought with a large enough effect; inconclusive means small, poorly fitted or top-dose-only effect, or another doubt; inactive means no such curve, though single readings can be large; an effect the other way counts as inactive or inconclusive.

SMILES	pAkt inh	TDP43 rescue	Abeta rescue	D3 antag	GLP-1R agonist	aSyn rescue	FUS suppressor	PTHR1 ag	GLP1R inv ag
CC(C)c1ccc(C2NC(=O)NC3=C2CCc2ccccc23)cc1 (stereo unspecified)	i	25%	5%	12	-5%	9%	·	-27%	?
Oc1c(Br)cc2oc3c(c2c1CNCc1ccccc1)CCCC3	i	-12%	3%	-1	1%	-12%	34%	-37%[inhibitor]	?
O=C(OCCN1CCOCC1)C(c1ccccc1)c1ccccc1	i	-13%	-11%	?	8%	-1%	-2%	i	-7%
C/C=C\C=C/C(=O)Nc1cccc(C2=NOC3(C2)C[C@@H](C(N)=O)N(C(=O)COc2ccc(Cl)cc2)C3)c1 (stereo partly specified)	i	-11%	-7%	-19	-2%	2%	?	-6%	5%
CCN(CC)S(=O)(=O)c1cc(NC(=O)C(C)Nc2ccccc2N2CCOCC2)ccc1C (stereo unspecified)	i	0%[0.397 µM]	4%	0	11%	0%	52%	i	?
COC(=O)c1ccc(NC(=O)Cn2c([N+](=O)[O-])cnc2C)cc1	i	0%	3%	21	-6%	0%	-15%	-24%	1%
CCCCOCP(=O)(CC)COCCCC	i	-6%	-5%	-20	0%	0%	26%	13%[57.5 µM]	10%
CCCNC(=O)CN(c1ccc(F)c(Cl)c1)S(C)(=O)=O	i	-17%	-1%	-2	3%	-1%	17%	i	-7%
CC1(C)CC(=O)C2=C(C1)NC(=O)CC2c1cccc(F)c1 (stereo unspecified)	i	4%	13%[9.22 µM]	0	-3%	7%	-46%	-3%	-4%
CCOC(=O)c1ccc2ncc(C(=O)OCC)c(NCCc3ccc(OC)c(OC)c3)c2c1	·	14%	-31%[inhibitor]	·	·	·	2%	i	14%

Full records, looked up by structure.
`COC(=O)c1ccc(NC(=O)Cn2c([N+](=O)[O-])cnc2C)cc1` is listed with pAkt inh: i; TDP43 rescue: 0%; Abeta rescue: 3%; D3 antag: 21; GLP-1R agonist: -6%; aSyn rescue: 0%; FUS suppressor: -15%; PTHR1 ag: -24%; GLP1R inv ag: 1%
`O=C(OCCN1CCOCC1)C(c1ccccc1)c1ccccc1` is listed with pAkt inh: i; TDP43 rescue: -13%; Abeta rescue: -11%; D3 antag: ?; GLP-1R agonist: 8%; aSyn rescue: -1%; FUS suppressor: -2%; PTHR1 ag: i; GLP1R inv ag: -7%

Going on with the list:
SMILES	pAkt inh	TDP43 rescue	Abeta rescue	D3 antag	GLP-1R agonist	aSyn rescue	FUS suppressor	PTHR1 ag	GLP1R inv ag
COc1ccc(-n2cc(CNCCN3CCOC3=O)c(-c3ccccc3Cl)n2)cc1	i	-5%	12%	3	5%	3%	-20%	i	-22%
COc1ccccc1CN1C[C@@H]2C[C@@H](c3ccc(C)cc3)N3CCC[C@@]23C1=O	i	0%	-11%	5	4%	0%	15%	i	?
Cc1ccccc1-c1cc2nc(NCCOc3ccccc3)n(C)c(=O)c2s1	i	27%	-3%	20	4%	0%	-24%	i	-11%
COc1cc(Nc2nc(SCc3cccc(Cl)c3)nc3ccccc23)cc(OC)c1	·	18µM*	-4%	·	·	·	18%	-6%	?
Cc1cc(NC(=O)c2cc3nc(C4CC4)cc(C(F)(F)F)n3n2)no1	i	8%	1%	-4	-1%	-6%	18%	i	19%
O=C(Nc1ccc(NC(=O)C2CC2)cn1)c1ccccc1Cl	i	8%	3%	-14	5%	-22%	-6%	-6%[57.5 µM]	1%
Cc1nn(-c2ccc(F)cc2)c2c1cc(C#N)c1nc3ccccc3n12	?	-11%	-1%	9	-13%	9%	-24%	i	1%
O=C(NC(=O)c1ccccc1Cl)Nc1ccc(-c2cnco2)cc1	i	10%	7%	4	-7%	20%	21%	i	-2%
CC1(C)OC(=O)C(=CNc2ccccc2F)C(=O)O1	i	-11%	17%	-2	2%	0%	11%	i	0%
CCc1ccc(C2C(C#N)=C(N)C(C#N)(C#N)C3=CCC(C(C)(C)C)CC32)cc1 (stereo unspecified)	i	?	3%	-93*	-8%	2%	44%	i	?

Looked up by structure from the list above, five records:
SMILES	pAkt inh	TDP43 rescue	Abeta rescue	D3 antag	GLP-1R agonist	aSyn rescue	FUS suppressor	PTHR1 ag	GLP1R inv ag
O=C(Nc1ccc(NC(=O)C2CC2)cn1)c1ccccc1Cl	i	8%	3%	-14	5%	-22%	-6%	-6%[57.5 µM]	1%
COc1ccc(-n2cc(CNCCN3CCOC3=O)c(-c3ccccc3Cl)n2)cc1	i	-5%	12%	3	5%	3%	-20%	i	-22%
CCc1ccc(C2C(C#N)=C(N)C(C#N)(C#N)C3=CCC(C(C)(C)C)CC32)cc1 (stereo unspecified)	i	?	3%	-93*	-8%	2%	44%	i	?
Cc1nn(-c2ccc(F)cc2)c2c1cc(C#N)c1nc3ccccc3n12	?	-11%	-1%	9	-13%	9%	-24%	i	1%
COc1ccccc1CN1C[C@@H]2C[C@@H](c3ccc(C)cc3)N3CCC[C@@]23C1=O	i	0%	-11%	5	4%	0%	15%	i	?

The list continues.
SMILES	pAkt inh	TDP43 rescue	Abeta rescue	D3 antag	GLP-1R agonist	aSyn rescue	FUS suppressor	PTHR1 ag	GLP1R inv ag
CCOC(=O)C1CCCCN1Cc1ccccc1C(F)(F)F (stereo unspecified)	i	-17%	-8%	3	-3%	-1%	-2%	-10%	3%
O=C1CCCC2=C1C1(CCCC1)N=C(Nc1nc3ccccc3o1)N2	·	·	3%	·	3%	·	-2%	-17%	·
Cc1c(NC(=O)CSc2nc3ccccc3c(=O)n2C(C)C)c(=O)n(-c2ccccc2)n1C	i	-8%	3%	11	-1%	-1%	-16%	-7%	-10%
O=C(O)c1cc(-c2ccco2)nc2ccc(Br)cc12	i	-7%&-11%	-1%&1%	0&-8	-22%&2%	12%&-1%	12%	-14%&-20%	2%&11%
Cc1ccc(Cl)cc1NC(=S)N(CCCN1CCN(C)CC1)Cc1ccco1	i	-17%	-6%	-16	2%	6%	5%	-9%	?
CCC(C)C(NC(=O)C(N)CC(C)C)C(=O)NC(CCC(=O)OCc1ccccc1)C(N)=O (stereo unspecified)	i	-22%	-1%	-14	-1%	1%	-6%	?	6%
Cc1ccc(C(=O)NC2(C(F)(F)F)N=C3SCCN3C2=O)cc1 (stereo unspecified)	i	5%	0%	13	3%	1%	7%	i	10%
Nc1ccc(C(=O)OCc2ccncc2)cc1[N+](=O)[O-]	i	-11%[0.397 µM]	-6%	-1	40%	3%	2%	-8%	91%[activator]
CCN1CCOC(=O)C1CC(=O)Nc1cc(Cl)ccc1OC (stereo unspecified)	·	-93%[inhibitor]	-94%[inhibitor]	·	1%	·	29%	i	-6%
COc1ccc(/C=N/n2c(SC)nnc(C(C)(C)C)c2=O)cc1	i	2%	-10%	-1	4%	9%	-2%	i	-21%
O=C1N=C(N2C=CC(=C3C=CNC=C3)C=C2)/C(=C/N=NC(=O)c2ccccc2O)S1	i	-11%	-6%	-11	0%	-6%	32%	-8%	4%
O=C(O)c1ccc(CS(=O)(=O)c2cccc(C(F)(F)F)c2)o1	i	-8%	2%	14	-22%	4%	12%	i	1%
COc1cc(-c2nnc(-c3cccnc3)o2)cc(OC)c1OC	·	-9%	8%	1	-6%	1%	14%	i	77%[activator]
CCc1nnc(SCC(=O)Nc2ccc(N3CCN(S(C)(=O)=O)CC3)cc2)o1	i	-6%	-2%	5	1%	4%	15%	i	5%
COc1cccc(N(C(=O)Cn2nnc3ccccc32)C(C(=O)NCc2ccco2)c2cccnc2)c1 (stereo unspecified)	i	22%	24%	0	-10%	7%	10%	i	8%
COCCN(C(=S)Nc1cccc(Cl)c1C)C(C)c1ccco1 (stereo unspecified)	i	27%	29%	-2	15%	1%	24%	-15%	?
O=C(NN=C1CCN(Cc2ccccc2)CC1)c1cccc(S(=O)(=O)Nc2ccccc2Cl)c1	i	-12%	-16%	-6	2%	-6%	?	-11%	6%
O=C1C2C(C(=O)N1c1nccs1)C1C=CC2C12CC2 (stereo unspecified)	i	-13%	-18%	-6	-6%	-3%	-25%	-1%	11%
O=C(NCc1ccccn1)c1cc(Br)ccc1Cl	i	-4%	13%	2	9%	-8%	26%	18%	2%
O=C(NC1CCN(C(=S)Nc2ccc(F)cc2)CC1)c1ccco1	i	-13%	-3%	1	7%	0%	4%	18%	8%
CN(C(=O)CSc1nnc(Cc2ccccc2F)n1N)C1CCS(=O)(=O)C1 (stereo unspecified)	i	15%	17%	6	-2%	-1%	15%	i	10%
Cc1nn2c(=O)cc(COC(=O)COc3ccc(F)cc3)nc2s1	·	1%	-10%	·	·	·	?	i	5%
COc1ccc(CCC(C)N2CCC(CO)(Cc3ccccc3)CC2)cc1 (stereo unspecified)	i	-13%	-7%	-1	7%	0%	14%	-5%	7.9µM*
CCOc1ccc(CNC(=O)c2ccc3c(c2)c(C)c(C)n3C)cc1	·	-9%	-13%	·	·	·	?	-6%	4%
CC(C)[C@H](NC(=O)[C@@H]1CSC2c3ccccc3C(=O)N21)C(=O)N1CCCCC1 (stereo partly specified)	i	3%	4%	-5	0%	-1%	15%	-6%	4%

This is a subset; the hit share may differ from the screen's.
